Growth percent in the NCI-60 one-dose screen (48 h, 10 µM unless noted): 100 = growth as untreated, 0 = no growth, -100 = all killed.
HOP-92: HOP-92 NSCLC cells; hit rate 6.3% among 71,000; AID 1794738
CCRF-CEM: CCRF-CEM leukemia | hit rate 7% among 77,000
EKVX: EKVX NSCLC | AID 1794765 | hit rate 3% among 71,000
RPMI-8226: RPMI-8226 leukemia cells | hit rate 7.5% among 77,000 | AID 1794781
M14: M14 melanoma | hit rate 6.2% among 80,000
MDA-MB-435: MDA-MB-435 melanoma. hit rate 7.8% among 82,000
HOP-62: HOP-62 NSCLC; hit rate 3.9% among 80,000; AID 1794735
A549/ATCC: A549/ATCC NSCLC. hit rate 3.7% among 81,000
* marks the source's active call; other numbers are inactive results; . = not tested or not shown; & = joins results of further samples. The calls were made as follows: active = growth percent below 10; inactive = the rest.

Below each compound: HOP-92, CCRF-CEM, EKVX, RPMI-8226, M14, MDA-MB-435, HOP-62, A549/ATCC
> COc1ccc(/C=N/c2n[nH]c(-c3cccc(Cl)c3)n2)cc1
 : 96, 88, 101, 92, 89, 39, 92, 93
> O=C(c1nc2ccccc2[nH]1)C1[C@@H](c2ccc(Cl)cc2Cl)C2CC3CCCCC3N2[C@@]12C(=O)Nc1cc(Cl)ccc12 (stereo partly drawn)
 : 65, 37, 49, 18, 41, 46, 76, 38
> CN1C(=O)C2CC(O)C(SC3CC4C(=O)N(C)C(=O)C4CC3O)CC2C1=O (stereo not drawn)
 : 98, ., ., 101, 98, 98, 103, 102
> O=C(O)c1cn(C2CC2)c2cc(N3CCN(C(=O)N/N=C/c4ccccc4O)CC3)c(F)cc2c1=O
 : 90, 99, 107, 103, 104, 102, 106, 103
> Oc1ccc(Br)cc1C=Nc1cccc2c1C(O)c1ccccc1-2 (stereo not drawn)
 : 104, 97, 98, 102, 102, 99, 100, 103
> CCNC(=O)N1N=C(c2ccc(N)cc2)c2cc3c(cc2CC1=O)OCO3
 : ., 96, 110, 109, 95, 65, 98, 103
> CC(=O)NC1C(O[C@H]2CC[C@]3(C)[C@H]4CC=C5[C@@H]6CC(C)(C)CC[C@]6(C(=O)OC6OCC(O)C(O)C6OC6OC(C)C(OC7OC(CO)C(O)C7O)C(OC7OC(CO)C(O)C(O)C7O)C6O)[C@H](O)C[C@@]5(C)[C@]4(C)CC[C@H]3C2(C)C)OC(COC2OCC(O)C(O)C2OC2OCC(O)C(O)C2O)C(O)C1O (stereo partly drawn)
 : 80, 81, 84, ., 98, 107, 57, 96
> CC1=C(C(=O)n2c3ccccc3c3ccccc32)C(c2cccc([N+](=O)[O-])c2)C(C(=O)n2c3ccccc3c3ccccc32)=C(C)N1
 : 94, 89, 102, 93, 100, 117, 102, 102
> CN(C)Cc1c(O)ccc2c(C(N)=O)c(NC(=O)c3ccccc3)sc12
 : 10, 60, 68, 46, 73, 73, 68, 49
> Cc1nc(NCc2ccccc2)c2cc[nH]c2n1
 : 87, 99, 84, 89, 106, 102, 93, 105
> O=C(CN1C(=O)CCC1=O)Nc1ncc(Cc2cccc(C(F)(F)F)c2)s1
 : 75, 94, 100, 91, 102, 102, 94, 96
> O=C(OCc1ccc([N+](=O)[O-])o1)c1ccc(Cl)cc1
 : 101, 103, ., 104, 100, 91, 101, 94
> CC(=O)c1cc(NS(=O)(=O)c2ccc(N)cc2)cn1C
 : 65, ., 106, ., 96, 104, 95, 130
> O=c1[nH]c2ccccc2cc1CN1CCN(c2nccc(-c3ccc(Cl)cc3)n2)CC1
 : 99, 92, 101, 98, 107, 104, 103, 87
> Clc1ccc(-c2nnc(N3c4ccccc4C=Cc4ccccc43)o2)cc1
 : 76, 70, 79, 81, 95, 98, 85, 80
> COc1ccc(-c2c3c(nc4n[nH]c(-c5ccc(Cl)cc5)c24)-c2ccccc2C(=O)C3=O)cc1
 : 9.3*, -6.2*, 59, -11*, -28*, -86*, 29, 36
> COc1ccc([C@@H]2c3[nH]c4ccccc4c3C[C@H]3C(=O)N(C4CCN(Cc5ccccc5)CC4)CC(=O)N23)c(OC)c1
 : 59, 79, 64, 79, 86, 89, 78, 74
> CC1=CC(=O)CC(C)(C)[C@@]1(O)/C=C/[C@@H](C)O
 : 97, 104, 92, 109, 102, 102, 107, 88
> Oc1ccccc1/C=N/C(/N=C/c1ccccc1O)c1ccccc1O
 : 95, 95, ., 100, 94, 110, 98, 97
> COc1ccc(OC)c(Cn2cc(C#N)c(N)c2C(=O)c2ccc(Br)cc2)c1
 : 56, 44, 58, 58, 34, 0.7*, 40, 46
> Cc1ccc2nc(-c3ccc(C(=O)N/N=C/c4ccccc4)cc3)[nH]c2c1
 : 95, 96, 98, 97, 103, 103, 102, 108
> O=C(CN1CCN(c2cc3c(cc2F)c(=O)c(C(=O)N/N=C/c2ccc(F)cc2)cn3C2CC2)CC1)N/N=C\c1ccc(F)cc1
 : 54, 56, 61, 52, 65, 64, 90, 74
> Nc1nc(N)c2c(n1)NC(c1ccc(F)cc1)CC(c1cccc(Nc3ccncc3)c1)=N2 (stereo not drawn)
 : 53, 73, 76, 85, 72, 74, 86, 85
> COc1cc(-n2nnc3c4nc(-c5ccccc5)oc(=O)c4c(C)nc32)cc(OC)c1OC
 : 98, 92, 107, 101, 97, 105, ., 112
> CCC(C)C(NC(=O)OC(C)(C)C)C(=O)O (stereo not drawn)
 : 98, 92, 108, 102, 101, 107, 103, 97
> O=C1CNC(c2ccccc2)C(c2ccccc2)N1 (stereo not drawn)
 : 86, 70, 102, 75, 97, 105, 121, 94
> C=C(C)[C@@H]1CC[C@]2(C(=O)O)CC[C@]3(C)[C@H](CC[C@@H]4[C@@]5(C)C/C(=C/c6cc(C(F)(F)F)cc(C(F)(F)F)c6)C(=O)C(C)(C)[C@@H]5CC[C@]43C)[C@@H]12
 : 54, 69, 75, 45, 79, 77, 91, 67
> CCCCNc1nc2ccccc2n2c1nc1ccccc12
 : 90, 100, 98, 99, 110, 108, 102, 100
> COc1ccc2oc(=O)cc(C3OC4=C(C(=O)CCC4)C3c3cc(=O)oc4ccc(C)cc34)c2c1 (stereo not drawn)
 : 98, 97, 92, 92, 101, 103, 83, 99
> C=CCn1c(O)c(N=Nc2nc(-c3cc4ccccc4oc3=O)cs2)c2cc(Br)ccc21
 : 66, 101, 99, 103, 102, 111, 87, 102
> Cc1ccc(C(C)(C)C)cc1
 : ., 96, 89, 112, 114, 101, 91, 96
> COc1ccc2c(c1)C(O)C(CO)C(C(=O)O)C2 (stereo not drawn)
 : 102, 99, 115, ., 117, 108, 102, 103
> O=C(CCCCCNC(=O)c1ccc[nH]1)Nc1ccccc1
 : 112, 102, 97, 105, 123, 102, 105, 101
> CN1C(=O)NC(c2ccc(Cl)cc2)(c2ccc(Cl)cc2)C1=O
 : 58, -30*, 91, 84, 100, 97, 125, 115
> O=C(NCc1cccnc1)c1cc(-c2csc3c(=O)cc(N4CCOCC4)oc23)cc2c1OCCO2
 : 19, 40, 62, 9.2*, 43, 33, 31, 40
> O=C(N=Nc1c(O)[nH]c2ccccc12)c1cnc2n(c1=O)CCCCC2
 : 82, 102, 97, ., 105, 103, 105, 102
> Cc1cc(O)cc(=O)o1
 : ., 94, 98, 98, 103, 144, 94, 93
> CCOC(=O)n1cc(-c2nonc2-c2cn(C)c3ncccc23)c2cc(F)ccc21
 : 59, 85, 67, 58, 94, 95, 90, 70
> Cc1nn(-c2ccccc2Br)c(C)c1C(=O)Nc1ccc2ccccc2n1
 : 63, 57, 81, ., 58, ., 59, 45
> NC(=O)SCC(=O)Nc1ccccc1C(=O)O
 : ., 88, 100, ., 97, 100, 107, 112
> COC(=O)C1=NNC(=S)N(c2cc(C)[nH]n2)C(=O)C1
 : ., 92, ., 99, 102, 99, 115, 106
> CCOC(=O)C(C(=O)OCC)c1nc2sc3cc(Cl)c(Cl)cc3n2c(=O)c1C#N
 : 83, 75, 80, 95, 105, 105, 101, 103
> Cc1cn(C2CCCCO2)c(=O)nc1NO (stereo not drawn)
 : ., 102, 93, 111, 113, 98, 110, 104
> Clc1ccc2c(-c3c4ccccc4cc4[nH]c5cc(Cl)ccc5c34)c[nH]c2c1
 : 88, 101, 75, 90, ., 107, 93, 113
> CN1C(=O)C2(C(C#N)=C(c3ccccc3)Nc3c2c(-c2ccccc2)nn3-c2ccccc2)c2ccccc21 (stereo not drawn)
 : 71, 77, 74, 56, 86, 98, 89, 74
> Cc1ccc2oc(=O)cc(COc3ccc(OCc4ccccc4)cc3)c2c1
 : 93, 90, 97, 96, 99, 94, 96, 88
> CC(=O)NC(Cc1cc(I)c(O)c(I)c1)C(=O)O (stereo not drawn)
 : 88, 100, 104, 98, 104, 116, 90, 111
> COC(=O)c1nc(=S)[nH]c(C(=O)OC)c1C(=O)c1cccnc1
 : 85, 104, 112, 106, 111, 108, 102, 124
> CCOC(=O)/C=C/c1ccc(O)cc1
 : 110, 73, 102, 99, 99, 101, 94, 85
> C[C@H](c1nc2ccc(C#N)cc2[nH]1)[C@H]1CC[C@H]2[C@@H]3CCC4=CC(=O)CC[C@]4(C)[C@H]3CC[C@]12C
 : -9.2*, 47, 58, 20, 70, 84, 101, 64
> Cc1nccn1CC(=O)c1ccccc1
 : 69, 105, 93, 103, 104, 98, 104, 97
> Cc1cccc2c3c(sc12)C(c1ccc(Cl)cc1)C(C#N)=C(/N=C/c1ccc(Cl)cc1)O3 (stereo not drawn)
 : 97, 5.9*, 47, ., 4.4*, ., 42, 31
> O=[N+]([O-])c1ccc(N=Nc2c(NNc3ccc([N+](=O)[O-])cn3)cc(S(=O)(=O)O)c3ccccc23)nc1
 : ., 65, 91, 90, 61, 90, 85, 89
> O=C(Nc1cccc(Cl)c1)NN(c1ccccc1)C1CCS(=O)(=O)C1 (stereo not drawn)
 : 86, 98, ., 97, 107, 102, 105, 93
> C=C(CN1CC=CCC1)[C@@H]1CC[C@]2(C(=O)O)CC[C@]3(C)[C@H](CC[C@@H]4[C@@]5(C)CC[C@H](O)C(C)(C)[C@@H]5CC[C@]43C)[C@@H]12
 : 90, 95, 102, 94, 102, 107, 101, 103
> CC1CC(c2ccccc2)(c2ccccc2)C(=O)C(C)N1C (stereo not drawn)
 : ., 86, 106, 88, 108, 108, 104, 105
> O=C(Nc1ccc(Cn2nnc3c(F)cccc32)cc1)c1ccc(C(F)(F)F)cc1
 : 89, 73, 50, ., 91, 66, 75, 73
> c1ccc2c(c1)ncc1cccn12
 : ., 101, ., 105, 106, 104, 103, 102
> CN(C)c1nc(-c2ccccc2)c(/C=C2\SC(=S)N(CCCCCCCCCCC(=O)O)C2=O)s1
 : 75, ., 108, 72, 93, 85, 92, 57
> Nc1ccc(Cl)c2c(=O)c3ccccc3[nH]c12
 : 99, 100, 75, 71, 91, 86, 105, 80

(cont.)
Below each compound: HOP-92, CCRF-CEM, EKVX, RPMI-8226, M14, MDA-MB-435, HOP-62, A549/ATCC
> Clc1nc(NC2CCCCC2)c2cn[nH]c2n1
 : ., 100, 75, 81, 123, 110, 97, 96
> CNCC(C)C(Cl)c1ccccc1 (stereo not drawn)
 : 91, 112, 107, 112, 109, 107, 100, 101
> CCCC(CCC)(C(=O)Nc1ccc2nc(C)cc(N)c2c1)C(=O)Nc1ccc2nc(C)cc(N)c2c1
 : 106, 100, 91, 98, 96, 103, 95, 95
> O=C1CCC(NNc2cc(F)ccc2F)N1 (stereo not drawn)
 : 93, 58, 101, 90, 108, 111, 93, 92
> O=C(CCCCN1CC(=O)N2[C@H](c3ccc(Br)cc3)c3[nH]c4ccccc4c3C[C@@H]2C1=O)NO
 : 73, 61, 77, 56, 81, 86, 57, 107
> O=C(Nc1ccc2c(O)c(N=Nc3ccc(N=Nc4ccc(S(=O)(=O)O)cc4)cc3)c(S(=O)(=O)O)cc2c1)c1ccccc1
 : 75, 98, 109, 102, 99, 102, 104, 101
> C[n+]1ccccc1/C=C\c1c[nH]c2ccccc12
 : 88, 55, 31, 98, 107, 102, ., 22
> CCN(CC)c1ccc(N)cc1
 : 91&93&92, 69&82&83, 79&103&96, 57&78&72, 97&110, 98&110&101, 113&105&111, 92&98&99
> COc1ccc(NC(=O)CCn2cnc3c(cc(-c4ccccc4)n3-c3ccccc3)c2=O)cc1
 : 69, 93, 86, 93, 91, 96, 11, 86
> N#C/C(=C\c1ccc(-c2ccccc2)o1)c1ccccc1
 : 65, 92, 61, 87, 90, 98, 80, 92

Grouped by structure: those above containing a COOH group
Below each compound: HOP-92, CCRF-CEM, EKVX, RPMI-8226, M14, MDA-MB-435, HOP-62, A549/ATCC
> O=C(O)c1cn(C2CC2)c2cc(N3CCN(C(=O)N/N=C/c4ccccc4O)CC3)c(F)cc2c1=O
 : 90, 99, 107, 103, 104, 102, 106, 103
> CCC(C)C(NC(=O)OC(C)(C)C)C(=O)O (stereo not drawn)
 : 98, 92, 108, 102, 101, 107, 103, 97
> C=C(C)[C@@H]1CC[C@]2(C(=O)O)CC[C@]3(C)[C@H](CC[C@@H]4[C@@]5(C)C/C(=C/c6cc(C(F)(F)F)cc(C(F)(F)F)c6)C(=O)C(C)(C)[C@@H]5CC[C@]43C)[C@@H]12
 : 54, 69, 75, 45, 79, 77, 91, 67
> COc1ccc2c(c1)C(O)C(CO)C(C(=O)O)C2 (stereo not drawn)
 : 102, 99, 115, ., 117, 108, 102, 103
> NC(=O)SCC(=O)Nc1ccccc1C(=O)O
 : ., 88, 100, ., 97, 100, 107, 112
> CC(=O)NC(Cc1cc(I)c(O)c(I)c1)C(=O)O (stereo not drawn)
 : 88, 100, 104, 98, 104, 116, 90, 111
> C=C(CN1CC=CCC1)[C@@H]1CC[C@]2(C(=O)O)CC[C@]3(C)[C@H](CC[C@@H]4[C@@]5(C)CC[C@H](O)C(C)(C)[C@@H]5CC[C@]43C)[C@@H]12
 : 90, 95, 102, 94, 102, 107, 101, 103
> CN(C)c1nc(-c2ccccc2)c(/C=C2\SC(=S)N(CCCCCCCCCCC(=O)O)C2=O)s1
 : 75, ., 108, 72, 93, 85, 92, 57

Screening results: PubChem, NCI
